JMJD2A Tudor inh = qHTS Assay for Inhibitors of JMJD2A-Tudor Domain; Lysine-specific demethylase 4A (Homo sapiens), O75164; AlphaScreen JMJD2A-Tudor / H3K4me3 peptide binding; Potency, µM (highest dose often 114 µM), for the others: at the top dose activity change, negative = inhibition, actives largely listed as inhibitors; actives 4.4% (n = 390,000); further: on the % scale 0 is the no-effect control and ±100 the full control effect; nearly all actives have a fitted effect of over 50% in size
G9a block = qHTS Assay for Inhibitors of Histone Lysine Methyltransferase G9a; Histone-lysine N-methyltransferase EHMT2 (Homo sapiens), Q96KQ7; G9a H3K9 monomethylation, AlphaScreen, 2 h; Potency, µM (doses to about 102 µM), inactives show at the top dose activity, negative = inhibition, most hits filed as inhibitors; actives 8.8% (n = 350,000); further: on the % scale 0 is the no-effect control and ±100 the full control effect; nearly all actives have a fitted effect of over 75% in size
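AlphaScreen read-out: biotin-H3K9 peptide (500 nM) methylation by 20 nM enzyme with 20 uM SAM, 2 h at room temperature after 15 min compound preincubation; anti-monomethyl H3K9 antibody plus donor/acceptor beads, 10 min dark.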
HP1b chromo inh = HTS for Inhibitors of HP1-beta Chromodomain Interactions with Methylated Histone Tails. actives 0.56% (n = 390,000). Potency, µM (titrated, usually from 114 µM), inactives show at the top dose activity change, negative = inhibition, actives largely listed as inhibitors. Chromobox protein homolog 1 (Homo sapiens), P83916. AlphaScreen HP1-beta / biotin-H3K9me3 peptide binding; further: nearly all actives have a fitted effect of over 70% in size; inactives centre near 23
Target sequence (P83916 whole entry, looked up): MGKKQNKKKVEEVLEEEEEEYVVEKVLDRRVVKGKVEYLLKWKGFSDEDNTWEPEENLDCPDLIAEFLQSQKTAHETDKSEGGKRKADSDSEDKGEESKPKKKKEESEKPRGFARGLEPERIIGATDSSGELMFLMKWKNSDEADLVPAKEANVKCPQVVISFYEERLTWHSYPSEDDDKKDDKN
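Compound inhibition of the preformed complex between 50 nM HP1-beta and 50 nM biotinylated H3K9me3 peptide was read by AlphaScreen. Buffer was PBS pH 7.4 with 0.01% Tween-20. Incubations ran 30 min at room temperature, with 10 ug/mL donor/acceptor beads.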
BAZ2B inh = qHTS Assay for Inhibitors of BAZ2B; Potency, µM (titrated, usually from 114 µM), for the others: top-dose activity change, negative = inhibition, actives largely listed as inhibitors; Bromodomain adjacent to zinc finger domain protein 2B (Homo sapiens), Q9UIF8; AlphaScreen BAZ2B-H3K14Ac peptide displacement; AID 504333, 2011; actives 4.4% (n = 360,000); further: on the % scale 0 is the no-effect control and ±100 the full control effect; nearly all actives have a fitted effect of over 60% in size
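AlphaScreen displacement: compounds (up to 110uM) incubated 30 min at room temperature with a preformed 50 nM BAZ2B/50 nM biotinylated H3K14Ac peptide complex in PBS pH 7.4 with Tween-20. Donor and acceptor beads at 10 ug/mL final added, 20 min light-protected before reading.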
Pol iota inh = qHTS for Inhibitors of Polymerase Iota. actives 1% (n = 390,000). Pol iota fluorescent replication assay, 10 min. Potency, µM (top dose mostly 115 µM), without a hit: top-dose activity, negative = inhibition, usual class: inhibitors. DNA polymerase iota (Homo sapiens), Q9UNA4
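Fluorescent replication assay read twice, at 0 min and 10 min after adding 50 nM (final) substrate. Enzyme (10 nM) and compounds were first incubated 15 min at room temperature; enzyme-free buffer wells were negative controls.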
Pin1 inh = qHTS Assay to Find Inhibitors of Pin1. Potency, µM (series often up to 115 µM), without a hit: at the top dose activity, negative = inhibition, most hits filed as inhibitors. actives 0.009% (n = 390,000). Pin1 FP peptide displacement, HiFluor488, 10 min. AID 504891, 2011; active means well fitted inhibition curve with a large enough effect in the polarisation, with a control signal flat, not every such curve was filed as active; inconclusive means small, poorly fitted or top-dose-only effect, or effect the other way, or a change in a side signal; inactive means no such curve, though single readings can be large or run the other way; the % refers to the polarisation; further: on the % scale 0 is the no-effect control and ±100 the full control effect
Target sequence (Q13526 whole entry, looked up): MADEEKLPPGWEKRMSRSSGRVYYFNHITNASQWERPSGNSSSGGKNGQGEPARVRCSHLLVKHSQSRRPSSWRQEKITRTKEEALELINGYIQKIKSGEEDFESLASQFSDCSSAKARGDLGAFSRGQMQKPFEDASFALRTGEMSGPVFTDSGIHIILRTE
GLS inhibitor = qHTS for Inhibitors of Glutaminase (GLS); Glutaminase kidney isoform, mitochondrial (Homo sapiens), O94925; GLS enzymatic activity, qHTS titration; Potency, µM (top dose mostly 45.5 µM), for inactives: top-dose activity change, negative = inhibition, most hits filed as inhibitors; actives 0.21% (n = 410,000); further: on the % scale 0 is the no-effect control and ±100 the full control effect
Target sequence (O94925 whole entry, looked up, canonical isoform): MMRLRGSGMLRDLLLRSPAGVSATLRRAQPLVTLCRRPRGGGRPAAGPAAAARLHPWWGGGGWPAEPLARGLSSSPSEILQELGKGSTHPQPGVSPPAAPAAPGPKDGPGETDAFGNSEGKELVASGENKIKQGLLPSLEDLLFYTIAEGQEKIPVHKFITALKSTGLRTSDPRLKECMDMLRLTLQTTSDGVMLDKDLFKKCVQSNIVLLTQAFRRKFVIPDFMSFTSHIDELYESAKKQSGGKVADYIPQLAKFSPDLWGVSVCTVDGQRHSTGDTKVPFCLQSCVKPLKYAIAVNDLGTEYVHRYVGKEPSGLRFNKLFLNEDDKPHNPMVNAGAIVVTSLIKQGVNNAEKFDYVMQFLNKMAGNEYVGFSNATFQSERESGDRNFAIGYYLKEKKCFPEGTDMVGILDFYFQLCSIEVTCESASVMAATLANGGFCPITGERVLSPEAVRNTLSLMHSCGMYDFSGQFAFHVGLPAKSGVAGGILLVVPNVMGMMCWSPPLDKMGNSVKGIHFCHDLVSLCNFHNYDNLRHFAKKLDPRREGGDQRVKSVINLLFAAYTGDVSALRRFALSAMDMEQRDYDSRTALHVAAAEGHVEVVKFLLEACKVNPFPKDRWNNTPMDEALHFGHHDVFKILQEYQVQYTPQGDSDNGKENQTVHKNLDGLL
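Assay buffer: 45 mM KH2PO4 pH 8.2, 0.02% Tween-20. hKGA acts on L-glutamine (1 mM solution added); product glutamate is reported by an oxidase/peroxidase Amplex Red coupling, with fluorescence taken at baseline and 30 min.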
BLM inh = qHTS Assay for Inhibitors of Bloom's syndrome helicase (BLM) | actives 0.2% (n = 350,000) | RecQ-like DNA helicase BLM (Homo sapiens), P54132 | AID 2528, 2010 | recombinant BLM DNA unwinding, fluorescence dequenching | Potency, µM (series often up to 56.1 µM), without a hit: top-dose activity change, negative = inhibition, actives largely listed as inhibitors;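 further: plate controls were vehicle for no effect and no enzyme for full effect; nearly all actives have a fitted effect of over 35% in size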
Tb PGK inh = qHTS Assay to Find Inhibitors of Phosphoglycerate Kinase | actives 0.043% (n = 380,000) | Phosphoglycerate kinase, glycosomal (Trypanosoma brucei brucei), P07378 | PGK/GAPDH coupled, Kinase-Glo luminescence, 60 min | Potency, µM (top dose mostly 57.5 µM), for inactives: at the top dose activity change, negative = inhibition, actives largely listed as inhibitors; further: on the % scale 0 is the no-effect control and ±100 the full control effect; nearly all actives have a fitted effect of over 60% in size
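Luminescent ATP detection (Kinase-Glo Plus) follows a 60-minute room-temperature incubation, with wells lacking PGK as controls. Buffer: 100 mM TEA (pH 7.6), 5 mM MgCl2, 0.01% Tween-20. Coupling enzyme GAPDH (100 nM final) supplies unstable 1,3-BPG in-well.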
Active calls of the source: *; i = inactive; ? = inconclusive; · = not tested or not shown; [ ] = remark or other dose. Unless noted, the call rests on the fitted dose curve; in most records, active means well fitted curve in the direction sought with a large enough effect; inconclusive means small, poorly fitted or top-dose-only effect, or another doubt; inactive means no such curve, though single readings can be large; an effect the other way counts as inactive or inconclusive. Potency means the concentration at half of the fitted maximal effect. A portion of the library, so the mix of outcomes need not match the whole.

SMILES	JMJD2A Tudor inh	G9a block	HP1b chromo inh	BAZ2B inh	Pol iota inh	Pin1 inh	GLS inhibitor	BLM inh	Tb PGK inh
CCCCNC(=O)N(C)c1nc2ccccc2s1	8%	50µM*	46%	-4%	47%[activator]	-1%	19%	2%	-9%
COc1ccc(CCNC(=O)CN2CCN(c3cccc(C(F)(F)F)c3)CC2)cc1	-4%	-3%	28%	1%	-2%	-8%	·	-8%	-6%
C/C(CC(=O)Nc1ccc(C)cc1C)=N\NC(=O)C(C)C	-29%	·	17%	-5%	53%[activator]	-1%	10%	-3%	5%
CC#C[C@@H](CC)c1ccc2ccn(C)c2c1	24%	-4%[0.501 µM]	38%[activator]	38%	-4%	-2%	-10%	·	0%
CC(C)(CNC(=O)c1ccc(S(=O)(=O)Nc2ccccc2F)cc1)N1CCOCC1	-15%	-22%	11%	-37%	20%	-2%	9%	·	-1%
Cc1ccc(NNC(=O)c2cc(C(C)(C)C)nn2Cc2ccccc2)cc1	71µM*	3.5µM*	?	0%	124%[activator]	0%	?	-13%	0%
O=C(O)CCn1[nH]c(=O)ccc1=O	-8%	6%[59 µM]	27%	4%	28%	-15%	2%	-10%	-7%
CCOC(=O)C1=NNC(C(=O)OCC)C1C(=O)OCC (stereo unspecified)	1%	·	9%[57 µM]	·	11%	-6%	-7%	·	i
O=C(Cn1nnc(-c2ccccc2NC(=O)c2ccco2)n1)Nc1ccccc1	-16%	3%[12.7 µM]	11%	-25%	6%	22%	4%	-7%	-5%
Cc1cccc(NC(=O)CN2CCN(C(=O)c3cccc(-n4cnnn4)c3)CC2)c1C	-8%	?	18%	1%	-8%	-2%	0%	·	-4%
CCN(CC)CCCNC(=O)CSc1nc(C)cc(C)n1	-19%[11.4 µM]	2%	15%	-1%	-11%	3%	-2%	-1%	-9%
Cc1csc(NC(=O)CSc2nc(C(C)C)nc3ccccc23)n1	-27%	-1%[59 µM]	0%	-12%	23%	5%	-5%	1%	i
O=C(Nc1cccnc1)c1ccc(N2CCOCC2)c([N+](=O)[O-])c1	-20%	12%[59 µM]	34%[activator]	-33%	4%	-10%	0%	-6%	-1%
CCOc1cc(CN2CCN(Cc3ccc(C)o3)C(CCO)C2)ccc1OC (stereo unspecified)	-26%	3%	15%	4%	-17%	-4%	8%	4%	i
Cc1ccc(CSCC(=O)Nc2ccc3c(c2)OCO3)cc1	-29%	13%[59 µM]	-4%	-8%	4%	-4%	1%	-9%	-5%
CCOc1ccc2nc(NC(=O)C(CC)Sc3nc(C)cc(=O)[nH]3)sc2c1 (stereo unspecified)	-6%	-44%[12.7 µM]	14%	-28%	-4%	-13%	14%	-2%	-8%
CCOc1ccc(NC(=O)CSc2nc3ccsc3c(=O)n2CCC(=O)O)cc1	-22%	-18%	42%[activator]	-12%	-3%	-12%	-1%	1%	3%
Cc1ccc(-c2nc3ncccc3o2)cc1NC(=O)C(C)C	-15%	11%	34%	-2%	28%	-7%	-13%	-2%	i
Oc1c(Cl)cc(Cl)cc1C(C#Cc1ccccc1)N1CCOCC1 (stereo unspecified)	42%[activator]	?	26%	4%	?	11%	2%	-9%	17%
CSc1nc(NC(C)C)nc(N2CCOCC2)n1	4%	15%[59 µM]	15%	3%	7%	-13%	4%	-2%	-6%
Cc1cc(=O)oc(C)c1C(=O)NC1CCCCCCC1	-26%	10%	33%	-6%	46%[activator]	-8%	1%	-2%	-1%
Cc1nc(OCc2ccccc2)c2sc3nc4c(cc3c2n1)COC(C)(C)C4	-11%	·	52%[activator]	-2%	-15%	8%	-1%	-3%	1%
CC1(C)CC(=O)C(C=NCCC2=CCCCC2)=C(O)C1	-17%	-8%[59 µM]	19%	·	24%	-5%	-3%	-4%	1%
O=C(O)c1cccc2c(-c3ccccc3)c(-c3ccccc3)[nH]c12	?	·	-25%	?	1%	·	2%	-2%	-5%
CCOC(=O)c1c(NC(=O)c2cc(-c3ccc(Cl)s3)nc3ccccc23)sc(C(N)=O)c1C	-8%	-5%[59 µM]	38%	-1%	?	30%	-11%	-13%	i
O=C(OCc1cccc2ccccc12)C1CC(=O)N(c2ccccc2)C1 (stereo unspecified)	15%	5%	70%[activator]	18%	1%	-7%	-3%	-4%	-10%
Cc1cc(C)c(Cn2c3ccccc3c3cnn(CC(=O)NCCCc4ccccc4)c(=O)c32)c(C)c1	?	3%[59 µM]	36%	-3%	1%	20%	-1%	-3%	-11%
COc1cccc(OC)c1C(=O)Nc1ccc(C(=O)c2ccncc2)cc1	-2%	-10%[0.501 µM]	29%	6%	28%	-3%	0%	·	1%
CC1=C(C(=O)Nc2ccccc2C)C(c2cccs2)n2nc(SCc3ccccc3)nc2N1 (stereo unspecified)	-5%	2%[59 µM]	34%	-18%	27%	2%	-2%	-9%	i
Cc1cc(C)cc(-n2ccnc2SCC(=O)c2c(N)n(C3CC3)c(=O)[nH]c2=O)c1	-14%	2.5µM*	23%	5%	-6%	-7%	-12%	·	-2%
COc1ccc(/C=N/Nc2nccnc2Cl)c(OC)c1	-6%[11.4 µM]	·	-6%	?	63%[activator]	-1%	-8%	-2%	?
CC(=O)c1sc(Nc2nc3cc4c(cc3s2)OCO4)nc1C	?	?	29%	-22%	106%[activator]	?	7%	-9%	i
Cc1ccccc1NC(=S)N1CCC(NC(=O)c2ccco2)CC1	-16%	-18%[59 µM]	-19%	-21%	3%	-3%	13%	0%	-11%
Cc1cc(C)n(C(=O)CSc2nc3ccccc3o2)n1	-9%	79µM*	31%	17%	-3%	-4%	2%	1%	-1%
Cc1cc(-c2ccccc2)n2nc(-c3ccccc3)cc2n1	260%[activator]	276%[activator][59 µM]	291%[activator]	323%[activator]	4%	2%	-7%	-9%	4%
NC(=O)C(c1ccc(Br)cc1)c1ccc(C(=O)c2ccccc2)cc1 (stereo unspecified)	?	?	39%	-20%	-4%	-3%	-5%	-14%	-5%
Cc1cnc(C(=O)Nc2ccc(F)cc2)cn1	-1%	-14%[12.7 µM]	14%	6%	30%	0%	-10%	0%	-1%
Cc1ccc(Cl)cc1NS(=O)(=O)c1ccc2oc(=O)ccc2c1	9%	-47%	36%	1%	36%[activator]	2%	-9%	-1%	-5%
O=C(Cc1ccc(S(=O)(=O)N2CCOCC2)s1)NCC(=O)Nc1ccccc1Br	-3%	2%[0.501 µM]	37%	-30%	30%	18%	-5%	·	-3%
Clc1cccc(NCc2cn3cccnc3n2)c1	-26%	2%	23%	-3%	35%[activator]	-10%	2%	-5%	i
CCC(C)OC(=O)/C(C#N)=C\c1ccc(-c2ccccc2Cl)o1 (stereo unspecified)	-17%	-14%[59 µM]	28%	-1%	-3%	?	-2%	-3%	-4%
COc1ccc(NC(=O)Nc2nnc(C(C)C)s2)cc1	-15%	-41%[59 µM]	14%	-35%	?	-6%	-2%	-5%	0%
COc1ccc(N2CCN(C(=O)CSc3nnc(CNc4ccccc4)o3)CC2)cc1	-22%	?	4%	3%	14%	-3%	44%[activator]	0%	-6%
O=C(COc1cccc2cccnc12)N1CCc2ccccc2C1	5%	?	41%[activator]	?	33%	-17%	1%	-4%	-7%
Cc1cc(NC(=O)C2CCN(S(=O)(=O)c3cccs3)CC2)no1	-9%[11.4 µM]	2%	31%	5%	-6%	-8%	-13%	-2%	-3%
O=C(COc1ccccc1F)Nc1ccc(N2CCOCC2)cc1N1CCOCC1	-11%	?	28%	-9%	5%	-3%	0%	·	-10%
CC1=C(C(=O)N2CCOCC2)C(c2ccc(-c3ccccc3)cc2)NC(=S)N1 (stereo unspecified)	-18%	5%	17%	-15%	145%[activator]	1%	46%[activator]	-1%	-7%
COc1cccc(N2C(=O)C3C(C2=O)C3(c2ccccc2)c2ccccc2)c1 (stereo unspecified)	-13%	3%	9%	-15%	-1%	-4%	0%	-9%	-4%
COc1cccc(/C=N/NC(=O)c2ccc3nc[nH]c3c2)c1O	-7%[11.4 µM]	14%	73%[activator]	?	?	0%	6%	-14%	-4%
O=C(NC1CCCCC1)c1ccc2c(c1)sc1nc(-c3ccc(F)cc3)cn12	-27%	-4%[59 µM]	3%	-17%	11%	-1%	-3%	-8%	11%
Cc1cc(C)nc(/N=C(\N)Nc2ccc(-c3ccccc3)cc2)n1	-36%	-6%	-8%	-28%	154%[activator]	-5%	0%	62%[activator]	-9%
CC(=O)Oc1ccccc1-c1nc(C)nc(N(C)C(C)=O)n1	-11%	-10%[59 µM]	81%[activator]	-3%	22%	6%	2%	0%	i
COc1ccccc1NS(=O)(=O)c1ccc(NC(=O)c2nc3ncccn3n2)cc1	-8%	-20%[12.7 µM]	41%[activator]	-4%	1%	9%	19%	-9%	-10%

4 of the entries above in order of their number in Pin1 inh, largest number first:
SMILES	JMJD2A Tudor inh	G9a block	HP1b chromo inh	BAZ2B inh	Pol iota inh	Pin1 inh	GLS inhibitor	BLM inh	Tb PGK inh
O=C(Cc1ccc(S(=O)(=O)N2CCOCC2)s1)NCC(=O)Nc1ccccc1Br	-3%	2%[0.501 µM]	37%	-30%	30%	18%	-5%	·	-3%
Cc1cc(-c2ccccc2)n2nc(-c3ccccc3)cc2n1	260%[activator]	276%[activator][59 µM]	291%[activator]	323%[activator]	4%	2%	-7%	-9%	4%
Cc1cnc(C(=O)Nc2ccc(F)cc2)cn1	-1%	-14%[12.7 µM]	14%	6%	30%	0%	-10%	0%	-1%
O=C(O)CCn1[nH]c(=O)ccc1=O	-8%	6%[59 µM]	27%	4%	28%	-15%	2%	-10%	-7%
